From PubChem BioAssay
GAA spleen mod: inhibits or activates alpha-glucosidase in human spleen homogenate; 0.006% of 240,000 active; P10253; AID 2112; Potency, µM (top dose mostly 79.9 µM), for the others: at the highest dose activity change, negative = inhibition, hits mostly inhibitors; human spleen homogenate, 4-MU-alpha-glucoside fluorescence;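 note: 0% = enzyme with vehicle and -100% = no enzyme basal signal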
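Enzyme source: human spleen homogenate, 1 ug/well. Buffer 50 mM citric acid/K phosphate pH 5.0, 0.01% Tween-20. 4-MU-alpha-glucoside 1 mM; 37 C x 40 min; NaOH/glycine stop; fluorescence.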
TR SRC2 fluor cs: alters Texas Red total fluorescence, flagging assay interference. AID 1479. 0.29% of 280,000 active. Potency, µM (series often up to 106 µM), inactives show top-dose fluorescence change, negative = quenching. TRb/SRC2 Texas Red total fluorescence interference; active = well fitted curve in either direction with a large enough effect; inconclusive = small, poorly fitted or top-dose-only effect
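Flags fluorescent or light-absorbing compounds by total fluorescence, S + 2P, at 555 nm excitation and 632 nm emission. Mixture: 20 nM Texas Red SRC2 peptide, 0.6 uM human TRb LBD, 1 uM T3, 5% DMSO; compound exposure 5 h at ambient temperature.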
RGS12 GoLoco inh: blocks human Gai1 binding to RGS12 GoLoco peptide, red readout; 0.44% of 230,000 active; Potency, µM (highest dose often 61.6 µM), without a hit: top-dose activity, negative = inhibition, most hits filed as inhibitors; Gai1:RGS12 GoLoco peptide FP, rhodamine, 10 min; AID 880; P63096; active = well fitted inhibition curve with a large enough effect, not every such curve was filed as active; inactive = no such curve, though single readings can be large or run the other way; note: nearly all actives have a fitted effect of over 30% in size; many of its hits are not listed in these tables
Target sequence (P63096 whole entry, looked up): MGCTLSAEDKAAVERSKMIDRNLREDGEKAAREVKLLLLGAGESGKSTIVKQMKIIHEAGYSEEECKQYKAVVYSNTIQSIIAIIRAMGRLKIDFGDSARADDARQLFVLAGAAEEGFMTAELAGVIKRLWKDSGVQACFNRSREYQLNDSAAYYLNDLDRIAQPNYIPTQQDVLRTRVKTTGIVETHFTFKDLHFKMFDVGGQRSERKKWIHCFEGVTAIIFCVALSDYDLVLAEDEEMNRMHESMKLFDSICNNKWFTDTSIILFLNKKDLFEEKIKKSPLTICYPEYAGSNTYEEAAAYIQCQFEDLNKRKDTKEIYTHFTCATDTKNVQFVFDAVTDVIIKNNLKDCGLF
L3MBTL1 inh: blocks human L3MBTL1. AlphaScreen L3MBTL1–H3K9me1 peptide binding. 0.66% of 230,000 active. AID 485360. Potency, µM (top dose mostly 57.1 µM), for the others: at the top dose activity, negative = inhibition, most hits filed as inhibitors; note: nearly all actives have a fitted effect of over 60% in size
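L3MBTL1 50 nM + b-AHA-H3(1-15)K9me1 75 nM, 30 min RT; compound added, 30 min RT; streptavidin donor/Ni-chelate acceptor beads 10 ug/mL each final, 30 min RT dark; AlphaScreen read.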
GAA glycogen mod: GAA glycogen-cleavage inhibition or activation | P10253 | recombinant GAA, glycogen substrate, Amplex Red glucose oxidase fluorescence | Potency, µM (top dose mostly 76.4 µM), for inactives: top-dose activity change, negative = inhibition, actives largely listed as inhibitors | 0.38% of 300,000 active | AID 2100;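 note: 0% = full enzyme reaction and -100% = no-enzyme basal signal; the screen sought inhibitors and activators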
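Natural-substrate format: glycogen cleavage by 4 nM human enzyme, glucose read by Amplex Red coupling (Ex 573, Em 610 nm). Normalized to enzyme and no-enzyme controls.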
RECQ1 inh: RECQ1 (human) helicase inhibition. Potency, µM (doses to about 57.3 µM), for inactives: at the highest dose activity, negative = inhibition, most hits filed as inhibitors. 0.54% of 240,000 active. RECQ1 DNA unwinding, red fluorescence kinetic read. P46063;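 note: plate controls were vehicle for no effect and no enzyme for full effect; nearly all actives have a fitted effect of over 30% in size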
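50 nM RECQ1T1 preincubated 15 min with compound in Tris pH 8.0 buffer with MgCl2, DTT, Tween-20 and 2.5 ug/ml poly(dI-dC); started with 200 nM TAMRA/BHQ-2 forked duplex and 2 mM ATP. Unwinding read as fluorescence (525/598 nm), two reads 2 h apart.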
TRb-SRC2 inh: TRbeta-SRC2 interaction inhibition; P10828; TRbeta-SRC2 peptide binding, fluorescence polarization; receptor liganded with 1 µM T3; Potency, µM (titrated, usually from 106 µM), inactives show at the top dose activity change, negative = inhibition, hits mostly inhibitors; 0.065% of 280,000 active; AID 1469;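 note: plate controls were bound peptide for no effect and peptide without receptor for full effect; nearly all actives have a fitted effect of over 50% in size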
Target sequence (P10828 whole entry, looked up): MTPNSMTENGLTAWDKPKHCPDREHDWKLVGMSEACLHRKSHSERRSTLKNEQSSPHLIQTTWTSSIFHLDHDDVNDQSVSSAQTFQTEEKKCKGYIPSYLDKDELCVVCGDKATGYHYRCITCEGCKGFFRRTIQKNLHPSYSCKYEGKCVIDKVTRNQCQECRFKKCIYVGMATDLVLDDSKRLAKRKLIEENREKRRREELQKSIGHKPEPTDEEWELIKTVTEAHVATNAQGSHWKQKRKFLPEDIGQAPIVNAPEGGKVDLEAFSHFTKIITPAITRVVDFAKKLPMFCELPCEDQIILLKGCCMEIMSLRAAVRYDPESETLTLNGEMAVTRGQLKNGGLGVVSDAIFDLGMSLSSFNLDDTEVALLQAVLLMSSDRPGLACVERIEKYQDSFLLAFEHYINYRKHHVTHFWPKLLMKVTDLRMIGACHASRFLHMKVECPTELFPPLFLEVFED
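Decrease in fluorescence polarization of 20 nM Texas Red SRC2 coactivator peptide flagged inhibition of its binding to 0.6 uM TRb LBD; 1 uM T3 included, incubation 5 hr, ex 555/em 632 nm.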
GAA inhib: alpha-glucosidase (human) inhibition. purified human GAA, 4-MU-alpha-glucoside fluorescence. Potency, µM (series often up to 76.9 µM), inactives show top-dose activity change, negative = inhibition, usual class: inhibitors. 0.005% of 200,000 active. AID 1466;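 note: plate controls were uninhibited enzyme wells for no effect and no-enzyme background for full effect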
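Compounds are titrated up to 77 uM against 4 nM human enzyme. Substrate 4-methylumbelliferyl-alpha-D-pyranoside (400 uM) reacts 20 min at room temperature in pH 5.0 buffer; liberated 4-methylumbelliferone is read at 440 nm.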
* marks the source's active call; other numbers are inactive results; i = inactive; ? = inconclusive; . = not tested or not shown; & = joins results of further samples; [ ] = remark or other dose. Unless noted, calls come from the whole dose curve; as a rule, active = well fitted curve in the direction sought with a large enough effect; inconclusive = small, poorly fitted or top-dose-only effect, or another doubt; inactive = no such curve, though single readings can be large; an effect the other way counts as inactive or inconclusive. Unless noted, % is set by controls: 0 for no effect and ±100 for the full control effect; potency is the fitted concentration of half-maximal effect. Only part of the results is shown. The share of hits here may be higher or lower than overall.

SMILES | GAA spleen mod | TR SRC2 fluor cs | RGS12 GoLoco inh | L3MBTL1 inh | GAA glycogen mod | RECQ1 inh | TRb-SRC2 inh | GAA inhib
CCOc1ccc(NC(=O)CNC(=O)c2ccc([N+](=O)[O-])cc2)cc1 | -6% | -6% | -5% | -6% | -4% | -8% | 5% | 7%
Cc1ccccc1NC(c1cccc(Cl)c1)c1nnnn1C1CCCCC1 (stereo not drawn) | -13% | 0% | -8% | 11% | -1% | 0% | -2% | ?
Cc1ccc(S(=O)(=O)N(C)Cc2nc(-c3ccccn3)no2)cc1 | 5% | -2% | -10% | . | 5% | -2% | -9% | -4%
CCC(=O)N(C)/C=C1\Sc2ccccc2C1=O | -9% | -6% | 41%[activator] | -2% | 1% | -4% | -1% | ?
O=C(CCCc1c[nH]c2ccccc12)NCc1cccs1 | -1% | -2% | -67% | -12% | 4% | i | 3% | -3%
CCOc1cc(/C=C2\SC(=N)N(c3nonc3N)C2=O)ccc1OCCN1CCOCC1 | 4% | ? | 2% | 9% | -14% | i | -10% | -11%
O=C(N/N=C/c1ccccc1)c1[nH]ncc1Br | -8% | -1% | -3% | 4% | -6% | 1% | -3% | 1%
Cc1occc1C(=O)Nc1cccnc1 | 5% | -1% | -34% | 5% | -1% | 0% | 7% | 8%
CC1CCN(C(=O)CCc2ccc(S(=O)(=O)NC(C)(C)C)cc2)CC1 | -5% | 0% | 13% | . | -4% | -5% | -2% | 0%
O=C(NNc1cccc(Cl)c1)c1cccnc1Cl | -1% | -1% | -7% | 14% | -4% | 7% | -1% | -21%
Cc1ccc(NC2=CC(=O)c3sc(C)nc3C2=O)cc1 | -3% | -18% | . | . | . | -3% | ? | .
COc1cc(-c2nc3cnccc3n2C)cc(OC)c1OC | -2% | -2% | 5% | 7% | 4% | -7% | 5% | -10%
CCOC(=O)c1cccc(P(C)(C)=O)c1 | -5% | -1% | 9% | -8% | 6% | 0% | -4% | 2%[15.4 µM]
COc1ccccc1CNc1ncnc2ccc(-c3c(C)noc3C)cc12 | 8% | -5% | 1% | . | . | -5% | 1% | .
CO[C@H]1COC(=O)C/C=C\[C@H](C)[C@@H](NS(=O)(=O)c2ccc(C)cc2)COC(=O)C/C=C\[C@@H]1C | 4%&-3%[17.4 µM] | 3%&1%[11.2 µM] | . | . | . | -9%&15%[11.5 µM] | 3%&2%[11.2 µM] | .
Cc1nn(C)cc1NC(=O)c1nn(C)cc1[N+](=O)[O-] | 5% | -2% | -7% | -7% | 3% | -2% | -1% | 7%
Cc1cccc2cc(C(c3nnnn3Cc3ccccc3)N3CCN(c4ccccc4)CC3)c(=O)[nH]c12 (stereo not drawn) | -1% | -3% | -20% | . | 1% | 26% | -20% | 4%
COCCNC(=S)N1CCc2cc(OC)c(OC)cc2C1c1cccs1 (stereo not drawn) | 0% | 1% | 11% | . | -11% | -3% | -3% | -2%
Cc1ccc(C)c(NC(=S)NNC(=O)c2csc(C)c2C)c1 | -15% | 2% | 14% | -3% | -5% | -1% | -7% | -6%
CCc1cccc(NC(=O)c2ccc(CNc3c(N4CCCC4)c(=O)c3=O)cc2)c1 | -5% | -5% | -1% | . | 2% | i | -9% | .
COc1cccc(C(c2nnnn2Cc2ccc(F)cc2)N2CCC(C(N)=O)CC2)c1OC (stereo not drawn) | 1% | -6% | 2% | . | 3% | 0% | 0% | -10%
CCn1c2ccccc2c2cc(C3N=C(N)Nc4nc5ccccc5n43)ccc21 (stereo not drawn) | -3% | -1% | -19% | -6% | 3% | -12% | 5% | 3%
Cc1ccc(-n2nc3c(n2)/C(=N/O)CC/C3=N\O)cc1 | -5% | -8% | 7% | 4% | 7% | 9% | 1% | 4%
CN(Cc1nc(-c2ccc3c(c2)OCO3)no1)CC1(N2CCOCC2)CCCCC1 | 9% | -6% | 13% | 0% | -10% | -9% | 4% | -3%
O=C(COC(=O)c1c2ccccc2cc2ccccc12)NCC(F)(F)F | 1% | 0% | 5% | 54%[activator] | 5% | -9% | 1% | -9%
COC(=O)c1ccc(Cn2cnc3c(sc4nc(N5CCOCC5)c5c(c43)CCCC5)c2=O)o1 | -4% | 3% | 4% | ? | -1% | -21% | -7% | 0%
Cc1ccc(C(=O)NNC(=O)c2cccs2)cc1 | 1% | 0% | -1% | . | 4% | -2% | -6% | 2%
COCC(=O)Nc1nc2n(n1)C(c1ccccc1)CC(c1ccc(OC)cc1)N2 (stereo not drawn) | -6% | 1% | 2% | -11% | -7% | -4% | 8% | 2%
O=C(COc1ccc(-n2ccnc2)cc1)Nc1cccc(F)c1 | 6% | -1% | 4% | -9% | 1% | -2% | -4% | .
CN(C)Cc1ccccc1-c1cncnc1NCc1ccccc1 | -3% | -6% | -5% | . | . | 6% | 3% | .
CCc1ccc(NC(=O)CS(=O)CC(=O)NCC2OCCc3ccccc32)cc1 (stereo not drawn) | -18% | 0% | -5% | 0% | 0% | i | 3% | -4%
Cn1nc(-c2ccc(C(=O)N3CCN(CCO)CC3)cc2)c2ccccc2c1=O | -3% | 1% | 8% | . | 3% | -3% | -8% | -5%
CN1CCN(C(c2cccc(Cl)c2)c2ccccc2Cl)CC1 (stereo not drawn) | 3% | 1% | 9% | -20% | 5% | -3% | -1% | -14%
CCOCc1nc(N)[nH]c(=O)c1Cc1ccc(OC(C)C)cc1 | 4% | -3% | 14% | -3% | 6% | 0% | -13% | -8%
Cc1ccc(NC(=O)CSc2nnc(C3COc4ccccc4O3)o2)c(Cl)c1 (stereo not drawn) | 0% | -6% | 9% | 4% | 11% | i | -3% | 0%
Cc1ccc(Cn2nc(C)c(NC(=O)CCCn3nc([N+](=O)[O-])c(Cl)c3C)c2C)cc1 | -15% | 0% | 1% | -15% | -11% | 3% | -9% | -5%
CCOc1cc(S(=O)(=O)NCc2ccccc2)ccc1Br | -2% | -3% | -2% | -3%[11.4 µM] | -7% | 0% | 2% | -3%
Cc1cc(C(=O)CSc2nnnn2-c2ccc(Cl)cc2)c(C)n1CC1CCCO1 (stereo not drawn) | -2% | -2% | 6% | 12% | 3% | -23% | 2% | 2%
COCCn1cnnc1SCC(=O)Nc1sccc1C(N)=O | 0% | -1% | 9% | -7% | 7% | i | 3% | -3%
Cc1cc(NC(=O)c2cncc(Br)c2)no1 | -4% | -1% | 2% | 6% | 3% | -7% | 3% | 4%
CCCc1c(NC(=O)Nc2ccc(F)cc2)cnn1-c1ccccc1 | 0% | 0% | 5% | 1% | 2% | -2% | 2% | .
CC(C)OC(=O)CC1=NC(=O)CS1 | -1% | 2% | . | 0% | -5% | -3% | -13% | -7%
CCOC(=O)c1ccc(N2CCOCC2)c(NC(=O)c2c(-c3ccccc3)noc2C)c1 | 0% | -2% | 10% | -9% | 2% | -12% | -1% | ?
O=C(O)C1CC=CCC1C(=O)NCCc1cccc(Cl)c1 (stereo not drawn) | 4% | -4% | 6% | . | -19% | -8% | -10% | 6%
O=C(CC1NCCc2ccccc21)Nc1ccc(Oc2ccccc2)cc1 (stereo not drawn) | -3% | 0% | -1% | 2% | -10% | -2% | -4% | 0%
Cc1ccc(NC(=O)CC2NCCN(Cc3ccccc3)C2=O)cc1 (stereo not drawn) | 4% | -4% | 9% | -3% | 1% | -2% | 2% | -1%
CCN(CC)S(=O)(=O)c1ccc(-c2csc(C)n2)s1 | -3% | 0% | -9% | 16% | 3% | -6% | -2% | 5%
O=C(O)c1ccc(Nc2nc(-c3ccccc3)cs2)cc1 | 7% | -5% | 3% | . | -27% | 0% | 16% | 2%
CC(=O)Nc1ccc(SC[C@H](CC(C)C)N2CCN(CCc3ccccc3)CCC2=O)cc1 | 0% | -4% | 3% | . | -2% | i | 2% | .
Cc1ccc(NC(=O)c2ncn[nH]2)cc1 | 1% | -1% | 6% | -1% | 16% | i | -4% | -19%
CCCC(=O)NCCCCNC(=O)CCC | -1% | 0% | -3% | -1% | 5% | -6% | -4% | -3%
CCOC(=O)N1CCN(S(=O)(=O)c2ccc3[nH]c(=O)oc3c2)CC1 | 5% | -7% | -6% | 6% | -7% | 0% | 5% | .
CC1(C)CC[C@]2(C(=O)O)CC[C@]3(C)C(=CCC4[C@@]5(C)CC[C@H](O)C(C)(C)C5[C@H](O)C[C@]43C)C2C1 (stereo partly drawn) | 7% | -2% | 7% | . | . | i | 7% | .
CC12CCC=CC1C(c1ccc(/C=C/c3ccccc3)cc1F)N(Cc1ccccc1)C2=O (stereo not drawn) | 5% | -7% | . | . | . | -6% | 4% | .
Cc1ccc(Nc2nc(N)nc(CSc3ncccn3)n2)cc1 | -5% | -3% | -10% | . | -1% | -6% | -5% | -5%
CCCC1=C(C(=O)OCC)C(c2c(C)nn(-c3ccccc3)c2Cl)C(C#N)=C(N)O1 (stereo not drawn) | 1% | 3% | -16% | . | -14% | i | -12% | -9%
CC1CCCN(c2cc3c(cc2[N+](=O)[O-])C(=O)N(c2ccccc2)C3=O)C1 (stereo not drawn) | -4% | 7% | -2% | -14% | 2% | -7% | 5% | 5%
Cc1ccc(C(=O)NCCn2cc(SCC(=O)Nc3nnc(C)s3)c3ccccc32)cc1 | 4% | -1% | -3% | . | 14% | -13% | 2% | -1%

4 of these compounds, set out differently.
Molecule	GAA spleen mod	TR SRC2 fluor cs	RGS12 GoLoco inh	L3MBTL1 inh	GAA glycogen mod	RECQ1 inh	TRb-SRC2 inh	GAA inhib
Cc1ccc(Nc2nc(N)nc(CSc3ncccn3)n2)cc1	-5%	-3%	-10%	.	-1%	-6%	-5%	-5%
CCCC1=C(C(=O)OCC)C(c2c(C)nn(-c3ccccc3)c2Cl)C(C#N)=C(N)O1 (stereo not drawn)	1%	3%	-16%	.	-14%	i	-12%	-9%
CC1CCCN(c2cc3c(cc2[N+](=O)[O-])C(=O)N(c2ccccc2)C3=O)C1 (stereo not drawn)	-4%	7%	-2%	-14%	2%	-7%	5%	5%
Cc1ccc(C(=O)NCCn2cc(SCC(=O)Nc3nnc(C)s3)c3ccccc32)cc1	4%	-1%	-3%	.	14%	-13%	2%	-1%
